# Assay outcomes: PubChem BioAssay, several laboratories
# XIAP antagonists = XIAP antagonists, biochemical, IAP family, fluorescence polarization (AID 1018). XIAP BIR domain, fluorescence polarization peptide displacement; higher % means a stronger effect. one-dose displacement, % at 20 µM; IC50 in µM for titrated hits. actives 0.007% (n = 200,000); in the data active = displacement above about 50%; note: a part of the inactive calls stands beside numbers as strong as those of hits
# P. falciparum M1AAP = malaria alanyl aminopeptidase activity blockers – biochemical, fluorogenic H-Leu-NHMec substrate, 1536-well (AID 1445). recombinant M1AAP, H-Leu-NHMec fluorogenic kinetic assay; higher % means a stronger effect. inhibition, % at 30 µM; hits with a dose series show IC50 in µM. actives 0.42% (n = 220,000);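 active = primary inhibition above the hit cutoff, then over 50% inhibition at one or more dose response concentrations, cut at about 23% in these data, passing the limit was not always enough; inconclusive = conflicting primary data, or primary hits not chosen for dose response; inactive = low primary inhibition, or under 50% at every dose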;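 note: plate controls were DMSO full reaction for no effect and no enzyme background for full effect; strong numbers were not always called active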
# TNAP activators = human TNAP enzyme activators, primary screen, biochemical, luminescent, no phosphate acceptor, uHTS (AID 1001) | purified TNAP, luminescent activation assay, no phosphate acceptor; higher activation fold means a stronger effect | activation fold at 20 µM; hits with a dose series show EC50 in µM | actives 0.03% (n = 200,000); in the data active = activation fold from about 3, or a potency from the dose series; inactive = the rest, 99 in 100 with activation fold below about 1.6; note: many of its hits are not listed in these tables
# P. falciparum M17LAP = P. falciparum M17LAP inhibitors, primary screen, biochemical, fluorogenic H-Leu-NHMec substrate, 1536-well (AID 1619); recombinant M17LAP, H-Leu-NHMec fluorogenic kinetic assay; higher % means a stronger effect; inhibition, % at 30 µM; hits with a dose series show IC50 in µM; actives 0.38% (n = 220,000);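 active = compound inhibiting the enzyme by more than half at any dose during confirmatory dose-response retesting; inconclusive = strong single-dose inhibitors picked by rank but not retested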;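 note: plate controls were full reaction with DMSO carrier for no effect and no enzyme background for full effect; strong numbers were not always called active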
# SIAH1 antagonists = Siah-1 peptide-binding antagonists, primary screen, biochemical, fluorescence polarization, rhodamine-plectin, uHTS (AID 1817); Siah-1 / rhodamine-plectin peptide fluorescence polarization; higher % means a stronger effect; displacement, % at 20 µM; hits with a dose series show IC50 in µM; actives 0.02% (n = 290,000);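 active = displacement of at least 50% at 20 µM, with a fluorescence ratio check between 0.3 and a set limit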;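 note: plate controls were Siah plus tracer with DMSO for no effect and tracer alone without Siah for full effect; strong numbers were not always called active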
# Hep lipid drop = hepatic lipid droplet formation modulation | AML12 mouse hepatocytes, oleate lipid droplets, BODIPY imaging | actives 0.4% (n = 240,000) | AID 1656 | inhibition, % at 6.5 µM;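 active = lipid droplet intensity inhibited by at least 50%, with more than 500 cells counted; inconclusive = wells with under 300 cells, treated as cytotoxic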
#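 Assay system: AML12 hepatocytes (mouse) / Also added: 100 µM oleic acid challenge / Times: overnight treatment with compound plus oleate / Detection: high-content imaging of BODIPY-stained droplets and DAPI nuclei / Evaluation: % inhibition of lipid droplet signal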
# PMI inhibition = human PMI inhibitors, high substrate, primary screen, biochemical, fluorescence intensity, high mannose 6-phosphate (AID 1220). recombinant PMI enzyme, coupled fluorescence intensity; higher % means a stronger effect. inhibition, % at 20 µM, or IC50 in µM where a hit was titrated. actives 0.66% (n = 190,000)
# K1F lysis inhibition = protection from phage-mediated lysis, alamar blue read-out – E. coli UTI89, K1F phage, bacterial capsule biogenesis inhibitors (AID 488966). E. coli UTI89 K1F phage lysis, alamar blue, 2 h; higher % means a stronger effect. one-dose inhibition, % at 100 µM; IC50 in µM for titrated hits. actives 0.02% (n = 340,000);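 active = phage lysis inhibition, versus mean bacterial control, above a set limit; inconclusive = no clear call, values can overlap the other calls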;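 note: capsule biogenesis inhibitors block K1F phage lysis so surviving cells raise fluorescence; higher fluorescence means more inhibition of phage lysis; actives were called in the ten point dose series up to 300 µM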
# PMI inhibitors = MPI enzyme activity inhibition – biochemical, fluorescence intensity, coupled assay, primary screen (AID 1209) | actives 0.42% (n = 190,000) | purified PMI enzyme, coupled fluorescence intensity; higher % means a stronger effect | one-dose inhibition, % at 20 µM; IC50 in µM for titrated hits;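 note: plate controls were DMSO vehicle for no effect and wells lacking substrate for full effect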
# Hep lipid drop cells 6.5 µM = recorded beside Hep lipid drop, whose call it bears; cell count; measured here: cell count, cytotoxicity flag;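 cells counted across two imaged fields per well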
# Starred values were filed as active, the others as inactive; i = inactive; ? = inconclusive; . = not tested or not shown; & = joins results of further samples. Cut-off read from the data, not from the text of the source, unless noted: active = inhibition above about 50%; inactive = the rest.
Structure	XIAP antagonists	P. falciparum M1AAP	TNAP activators	P. falciparum M17LAP	SIAH1 antagonists	Hep lipid drop	Hep lipid drop cells 6.5 µM	PMI inhibition	K1F lysis inhibition	PMI inhibitors
Nc1ccc(C(=O)N/N=C2\CCCc3c2[nH]c2ccccc32)cc1	-0.4%	14.4%	1.1	4.5%	2.4%	.	.	-2.5%	0.2%	-3.7%
CCC(c1nnc(SCC(=O)Nc2ccc(Cl)cc2C(F)(F)F)n1C1CCCCC1)N(C)C (stereo not given)	-6.1%	8.7%	1.1	-1.6%	-4.6%	-24.9	555	14.0%	1.4%	15.3%
Cc1cc(Cl)ccc1OCC(=O)N/N=C/c1ccc(OC2OC(CO)C(O)C(O)C2O)cc1 (stereo not given)	.	-2.2%	.	1.8%	2.3%	-1.2	695	.	0.1%	.
COc1cccc(N2C(=O)/C(=C\c3cccs3)NC2=S)c1	-1.7%	?	1.1	18.8%	6.1%	2.0	701	-5.9%	0.1%	-20.3%
CC(Cc1ccsc1)NC(=O)CCc1nnc(CCc2ccccc2)o1 (stereo not given)	-1.3%	2.1%	1.1	6.1%	15.4%	7.7	703	-1.5%	0.0%	7.8%
Cc1ccc(NC(=O)COC(=O)CN2C(=O)COc3ccccc32)cc1	-3.2%	-10.6%	1.1	-5.5%	-1.7%	0.5	813	1.7%	4.7%	2.0%
Fc1ccccc1/C=N/n1cnnc1	-2.4%	-1.4%	1.1	0.3%	-1.0%	-0.5	683	8.1%	0.1%	6.4%
Cc1csc(SCC(=O)Nc2ccc(S(=O)(=O)N3CCCC3)cc2)n1	-7.2%	2.3%	1.1	5.8%	-0.6%	.	.	9.0%	-0.1%	9.7%
CC(=C/c1ccco1)/C=N/NC(=O)c1ccncc1	.	8.2%	.	7.5%	-1.9%	2.2	726	.	.	.
COc1ccc2nc(N3CCCCC3)c(C#N)cc2c1	-5.0%	7.5%	1.4	0.0%	0.0%	.	.	27.0%	0.6%	-5.3%
CCN1CCCC1CNC(=O)COc1cc(=O)n(C)c2ccccc12 (stereo not given)	-2.3%	5.9%	1.1	-8.3%	0.0%	.	.	-6.4%	0.0%	-7.8%
N=c1scc(-c2ccccc2)n1/N=C/c1ccco1	-11.3%	12.2%	1.1	2.6%	-3.4%	54.5*	616*	-69.8%	3.7%	-34.6%
Cc1ccc(-c2nc(-c3cccnc3)sc2CC(=O)Nc2ccc3nc(C)sc3c2)cc1	-1.3%	6.1%	1.1	22.3%	-3.3%	12.5	590	8.0%	-0.5%	12.0%
C/C=C/c1ccc(OCc2cc(=O)n3cc(C)ccc3n2)c(OC)c1	.	5.8%	.	14.6%	0.9%	2.7	742	.	0.1%	.
CCOC(=O)c1sc(NC(=O)C(CC)OC(=O)C(CC(C)C)NC(=O)c2ccccc2)nc1C (stereo not given)	-1.0%	17.4%	1	0.7%	-1.7%	.	.	5.5%	-0.1%	17.6%
O=C(Nc1nccs1)c1ccc(Br)c(S(=O)(=O)N2CCOCC2)c1	-2.3%	7.7%	1	4.3%	1.5%	7.0	731	-5.5%	0.2%	-9.1%
CCOC(=O)Cc1csc(NC(=O)c2ccc(NC(C)=O)cc2)n1	-4.7%	4.8%	1	27.9%	0.7%	3.0	638	-24.2%	-0.6%	-27.0%
COC(=O)Cc1c(C)c2ccc(OCC(=O)NCc3ccc4c(c3)OCO4)cc2oc1=O	-2.9%	3.5%	1.1	20.8%	1.9%	0.8	763	2.6%	12.1%	8.7%
COCCNC(=O)c1cc2nc3c(c(C(F)(F)F)n2n1)CCc1ccccc1-3	-13.4%	4.4%	1	5.1%	-1.5%	-6.2	684	.	3.0%	.
O=S(=O)(NCC1CCCO1)c1cccc(S(=O)(=O)N2CCCC2)c1 (stereo not given)	1.6%	1.7%	1.1	-7.4%	1.1%	.	.	-9.3%	0.4%	-8.0%
COC(=O)C1=C(NC(=O)c2ccccc2[N+](=O)[O-])CCS1	-5.6%	5.3%	1	9.9%	16.3%	0.8	618	11.4%	0.2%	-0.4%
O=c1c(N2CCOCC2)c(N2CCOCC2)c1=O	.	-5.9%	.	-3.3%	-0.4%	-26.7	675	.	-0.8%	.
COCCn1c(-c2ccc(Br)cc2)csc1=Nc1cccnc1	-3.1%	-9.4%	1.1	-4.7%	7.7%	5.4	705	2.2%	0.2%	4.1%
O=C(NNc1cccc(Cl)n1)c1cccnc1Cl	-4.6%	6.3%	1.4	3.6%	-2.2%	7.9	681	-4.2%	0.4%	-12.1%
COC(=O)C1C(=O)c2c([nH]c(C(=O)OCC3CCCO3)c2C)CC1C (stereo not given)	-4.1%	-0.6%	1.1	-0.1%	5.9%	-1.0	669	17.6%	-5.1%	17.1%
COCC(C)NCc1ccc(C)cc1C (stereo not given)	-1.2%	-7.7%	1.1	8.3%	12.6%	-1.6	679	15.2%	?	19.1%
Cc1cc(C)n(-c2ccc(C(=O)OCC(=O)c3c(N)n(C)c(=O)n(C)c3=O)cc2)n1	-21.2%	4.9%	1	8.6%	-0.3%	.	.	18.6%	0.6%	11.7%
COC(=O)C1=C(C(=O)OC)[C@@H]2N(C)c3ccc(OC)cc3[C@@]23C[C@@H](C(=O)OC)N=C3N1	.	9.3%	.	10.8%	-0.2%	21.9	709	.	0.6%	.
COc1ccc2nc(SCC(=O)O)nc(C)c2c1	-3.3%	9.9%	1	-32.9%	-8.9%	1.6	793	-3.0%	i	3.4%
CC(C)(C)NS(=O)(=O)c1ccc(N2C(=O)c3ccccc3C2=O)cc1	-4.9%	6.6%	1.1	1.8%	0.9%	0.8	779	0.1%	0.5%	2.2%
Cc1[nH]c2ccccc2c1/C=N/NC(=O)c1cccc(S(=O)(=O)Nc2cccc(C(F)(F)F)c2)c1	-1.3%	20.1%	1	9.5%	-7.9%	8.2	620	0.4%	-2.2%	8.0%
COc1cccc(CNC(=O)C2CCN(S(=O)(=O)c3ccccc3)CC2)c1	-1.3%	2.6%	1.1	9.4%	0.2%	.	.	5.5%	0.2%	4.7%
CCN(CC(=O)Nc1ccccc1OC)CC(=O)Nc1c(Cl)ccc(C)c1Cl	-4.7%	0.8%	2.2	-7.8%	3.2%	-13.2	663	2.7%	-0.1%	-3.2%
C=CCC(C)(NCc1ccccc1)c1ccc(C)cc1 (stereo not given)	-3.2%	0.5%	1.2	-10.1%	9.4%	-29.5	552	-25.5%	4.7%	-14.0%
COc1ccc(CCN2C(=O)c3[nH]nc(-c4ccccc4O)c3C2c2ccccc2)cc1OC (stereo not given)	-6.9%	11.8%	1.5	5.5%	-4.8%	.	.	7.6%	-0.1%	6.3%
CC(=O)Nc1ncnc2c1c(-c1ccc(Cl)cc1)nn2C(C)(C)C	-18.7%	2.1%	1.1	-10.0%	7.9%	18.8	682	8.5%	0.6%	10.6%
CCC(=O)Nc1cccc(NC(=O)CN2CCN(c3ccccc3OC)CC2)c1	-9.8%	4.9%	1	2.5%	0.5%	.	.	21.2%	0.2%	9.9%
O=C(OCC(=O)N1CCOCC1)c1cccc(S(=O)(=O)N2CCCc3ccccc32)c1	.	0.8%	.	7.1%	1.3%	-19.0	682	.	-0.1%	.
Cc1ccc(Cn2ncc3c(N4CCN(CCc5ccccc5)CC4)ncnc32)cc1	.	-4.3%	.	-0.9%	27.7%	7.0	746	.	.	.
COc1ccc2c(c1)CCc1c(C(=O)Nc3c(C)nn(Cc4ccccc4)c3C)noc1-2	-5.9%	4.5%	1.1	-3.0%	0.4%	19.5	825	2.9%	0.3%	3.8%
CC(C)CC(=O)NC(Nc1ccc([N+](=O)[O-])cc1)C(Cl)(Cl)Cl (stereo not given)	-5.1%	4.7%	1.1	12.2%	-1.2%	3.5	733	14.6%	3.9%	-1.2%
CCCS(=O)(=O)N1CCN(Cc2c[nH]c3ccccc23)CC1	-9.6%	0.3%	1	-6.2%	-0.7%	28.1	660	8.9%	-1.0%	3.7%
O=C(C1=C[C@H](c2coc3ccccc3c2=O)C[C@H](OCc2ccc(CO)cc2)O1)N1CCN(Cc2ccc3c(c2)OCO3)CC1	-2.0%	6.2%	1	-2.9%	2.4%	-38.6	667	7.3%	-0.1%	14.6%
S=C(Nc1ccccn1)c1ccccn1	-4.4%	2.6%&7.2%	1	15.7%&3.5%	1.6%&1.9%	6.8&-1.3	718&720	42.7%	0.1%	48.2%
CCOc1[nH]c(/N=C/c2ccco2)c(C#N)c1C#N	-1.8%	3.0%	1	7.1%	-1.3%	.	.	21.5%	0.0%	8.6%
Cc1cc(C(=O)CN2C(=O)NC(C)(c3cccc(Br)c3)C2=O)c(C)n1Cc1ccco1 (stereo not given)	-4.3%	2.1%	1	11.8%	4.3%	.	.	-1.1%	0.8%	-3.8%
Cc1ccc(SC(c2ccc(C)cc2)C(Cn2cncn2)C(=O)c2ccccc2)cc1 (stereo not given)	-2.5%	1.5%	1	-10.9%	0.1%	6.1	822	7.9%	0.3%	12.8%
Cc1cccc(C2NS(=O)(=O)N=C2N)c1 (stereo not given)	-3.6%	-4.4%	1.1	2.3%	-0.6%	2.1	674	-5.9%	0.2%	-3.4%
O=C(NNc1nc2cc3c(cc2s1)OCCO3)c1ccc(F)cc1	-3.8%	-3.0%	2.4	4.9%	-3.4%	8.4	705	-3.0%	0.2%	-8.7%
O=S(Cc1ccc(Br)cc1)Cc1nnc(SCc2ccc(Cl)cc2)n1-c1ccccc1 (stereo not given)	-0.2%	-0.5%	1.1	3.6%	0.9%	.	.	10.9%	-0.7%	16.5%

# Continued:
Structure	XIAP antagonists	P. falciparum M1AAP	TNAP activators	P. falciparum M17LAP	SIAH1 antagonists	Hep lipid drop	Hep lipid drop cells 6.5 µM	PMI inhibition	K1F lysis inhibition	PMI inhibitors
COC(=O)CSc1cc(C(F)(F)F)nc(-c2ccccn2)n1	-3.5%	4.4%	1.1	8.3%	4.9%	.	.	1.1%	0.0%	1.6%
Cc1cc(C)nc(Nc2nc(C)c3cc4c(cc3n2)OCO4)n1	1.0%	3.6%	1.1	-6.9%	4.9%	-1.2	688	7.9%	0.3%	6.8%
c1ccc(-n2nc3c(ccc4cnnc43)[nH]2)cc1	-4.3%	1.4%	1.1	-1.9%	7.0%	.	.	47.4%	-0.2%	-3.7%
Cc1cc(OCCOCCN(C)CCO)cc(C)c1Cl	-3.5%	5.0%	1.1	2.8%	-1.7%	.	.	2.6%	-0.1%	9.3%
